Source: PubChem
All columns: NCI-60 one-dose screen, growth in % after 48 h at 10 µM unless noted; 100 = growth as untreated, 0 = no growth, -100 = all killed.
ACHN: ACHN renal cancer; AID 1794771; 81,000 compounds, 4.9% hits
SN12C: SN12C renal cancer cells | AID 1794767 | 81,000 compounds, 3.8% hits
TK-10: TK-10 renal cancer cells. 81,000 compounds, 3.9% hits
UO-31: UO-31 renal cancer. 81,000 compounds, 5.2% hits. AID 1794768
A498: A498 renal cancer cells | AID 1794774 | 76,000 compounds, 5.4% hits
786-0: 786-0 renal cancer cells; 81,000 compounds, 5.1% hits
CAKI-1: CAKI-1 renal cancer. 75,000 compounds, 4.7% hits
RXF 393: RXF 393 renal cancer cells; 77,000 compounds, 6.9% hits
DU-145: DU-145 prostate cancer. AID 1794760. 81,000 compounds, 4.2% hits
* marks the source's active call; other numbers are inactive results; · = not tested or not shown; [ ] = dose if it differs, or a comment. How the source made its calls: active means growth percent below 10; inactive means the rest.

[1] CC[C@]12C=CCN3CC[C@@]4(c5cc(-c6ccc(NC(=O)[C@H](Cc7cc8ccccc8[nH]7)NC(=O)OCc7ccccc7)cc6)c(OC)cc5N(C)[C@H]4[C@@](O)(C(=O)OC)[C@@H]1OC(C)=O)[C@@H]32
[2] COc1ccc(C2=NN(C(C)=O)C(c3ccc(OCc4ccccc4)c(OC)c3)C2)cc1OC (stereo not given)
[3] CC(O)CN(CCO)CCN(CCO)CC(C)O (stereo not given)
[4] COc1ccc2nc(-c3cc4c([nH]c5ccccc54)c(-c4ccc(F)c(F)c4)n3)[nH]c2c1
[5] COc1ccc(CSc2nc3ccc(Cl)cc3c(=O)n2-c2ccc(OC)cc2OC)cc1

entry no.,1,2,3,4,5
A498,91,114,112,76,89
ACHN,103,89,102,52,101
UO-31,94,62,100,17,81
RXF 393,95,110,93,90,89
786-0,89,95,95,96,105
TK-10,111,91,103,89,109
SN12C,111,78,104,37,100
CAKI-1,97,81,95,72,99
DU-145,113,107,106,47,101

[6] O=C(O)/C=C/c1cn(-c2ccccc2)nc1-c1ccc(Br)cc1
[7] O=C(Nc1ccc2c3c(cccc13)CC2)c1cc2c([nH]c1=O)CCCC2
[8] CCc1ccc(Cc2cnc(NC(=O)c3cc(C)oc3C)s2)cc1
[9] Cc1ccc(O)cc1Nc1nc(SCCN2CCOCC2)nc2c1cnn2CC(Cl)c1ccc(Br)cc1 (stereo not given)
[10] COc1ccc(Nc2ncccc2C(=O)NCc2cn(Cc3cccc(Oc4ccccc4)c3)nn2)cc1

entry no.,6,7,8,9,10
A498,98,98,8.2*,29,27
ACHN,95,115,49,1.9*,51
UO-31,82,98,44,6.1*,41
RXF 393,101,109,15,-24*,46
786-0,103,101,41,11,51
TK-10,119,112,60,18,76
SN12C,96,110,45,20,47
CAKI-1,87,91,22,-32*,42
DU-145,102,103,60,29,46

An excerpt from above, showing only CAKI-1 and ACHN:
no. | Structure | CAKI-1 | ACHN
8 | CCc1ccc(Cc2cnc(NC(=O)c3cc(C)oc3C)s2)cc1 | 22 | 49
9 | Cc1ccc(O)cc1Nc1nc(SCCN2CCOCC2)nc2c1cnn2CC(Cl)c1ccc(Br)cc1 (stereo not given) | -32* | 1.9*
10 | COc1ccc(Nc2ncccc2C(=O)NCc2cn(Cc3cccc(Oc4ccccc4)c3)nn2)cc1 | 42 | 51

(cont.)
[11] NS(=O)(=O)c1ccc(C(=O)NN2C(=O)c3cc(Cl)c(Cl)cc3C2=O)cc1
[12] CC(C)=CCc1ccc(O)cc1
[13] O=C(O)C1OC(O)C(O)C(O)C1O (stereo not given)
[14] Cc1cnc(C)[nH]1
[15] CCOC(=O)N1CCN(/C(=N/c2sc(-c3ccccc3)nc2-c2ccccc2)c2ccc(C)cc2)CC1

entry no.,11,12,13,14,15
A498,76,96,89,92,118
ACHN,108,99,114,106,54
UO-31,93,90,76,88,85
RXF 393,109,110,98,102,80
786-0,101,115,107,103,87
TK-10,99,94,93,100,99
SN12C,96,102,99,97,78
CAKI-1,101,95,113,105,53
DU-145,102,110,123,101,97

[16] CSc1nc2sc(C(N)=O)c(C)c2c(=O)n1Cc1ccccc1
[17] CCc1cccc(CC)c1NC(=O)c1ccc(C)cc1
[18] CC(Br)CCON1C(=O)c2ccccc2C1=O (stereo not given)
[19] Cc1nc2sc(C(=O)Nc3ccccc3)c(N)c2cc1C(C)O (stereo not given)
[20] O=C(c1c[nH]c(=O)c(-c2ccc([N+](=O)[O-])cc2)c1)c1ccccc1O

entry no.,16,17,18,19,20
A498,108,100,66,36,87
ACHN,98,106,109,54,93
UO-31,72,·,101,62,73
RXF 393,102,97,112,13,81
786-0,98,101,105,31,88
TK-10,103,108,124,66,101
SN12C,105,93,105,43,85
CAKI-1,77,85,93,·,88
DU-145,104,111,112,18,98

[21] C/C(CC(C)C)=C(/C)C1CC1CCNS(=O)(=O)c1ccc(C)cc1 (stereo not given)
[22] N=S(c1ccccc1[N+](=O)[O-])c1ccccc1[N+](=O)[O-]
[23] CC(C)=CCCC1=C2[C@H](C[C@@]3(C)[C@H]2C[C@@H](O)[C@H]2[C@@]4(C)CC[C@@H](O)[C@@H](C)[C@@H]4CC[C@@]23C)OC1=O
[24] N/C(=N\N=C\c1ccc(Cl)cc1)c1c(N)nc(=S)[nH]c1-c1ccc(Cl)cc1Cl
[25] Nc1c(C(=O)Nc2c(Cl)cccc2Cl)sc2nc3c(cc12)CCCC3

entry no.,21,22,23,24,25
A498,102,107,91,122,80
ACHN,98,2.4*,98,84,88
UO-31,85,6.0*,93,93,84
RXF 393,98,79,101,85,88
786-0,97,40,97,78,103
TK-10,105,22,94,143,90
SN12C,98,85,93,90,70
CAKI-1,82,85,·,99,79
DU-145,101,80,96,109,88

[26] N#CCCN=Nc1c(O)[nH]c2ccc(Cl)cc12
[27] O=[N+]([O-])c1cccc(OCCBr)c1
[28] CCN1CCN(C(=O)[C@]23CCC(C)(C)C[C@H]2C2=CC[C@@H]4[C@@]5(C)C/C(=C/c6ccco6)C(=O)C(C)(C)[C@@H]5CC[C@@]4(C)[C@]2(C)CC3)CC1
[29] COc1ccc(/C(=C\c2ccc3c(c2)OCO3)C(=O)Nc2nc3ccc(N)cc3s2)cc1OC
[30] CC(=O)C1=C(C)NC(NNC(N)=O)=NC1c1ccccc1 (stereo not given)

entry no.,26,27,28,29,30
A498,88,85,80,93,113
ACHN,94,117,86,103,97
UO-31,70,90,73,63,83
RXF 393,97,110,73,112,119
786-0,100,95,73,83,98
TK-10,141,122,104,112,126
SN12C,98,96,72,104,102
CAKI-1,79,101,46,79,85
DU-145,111,116,87,111,100

[31] O=CNc1cc([N+](=O)[O-])ccc1O
[32] Clc1ccccc1-c1conc1-n1nc(-c2ccccc2)nc1-c1ccccc1
[33] CN(C)c1nc(-c2ccccc2)cc(-c2ccc(O)cc2)n1
[34] COC1=CC(c2ccc[nH]2)=N/C1=C\c1[nH]c(C)c(C(=O)CCCCC(=O)Oc2ccc3c(c2)CCC2C3CC[C@]3(C)C(=O)CC[C@@H]23)c1C (stereo not given in full)
[35] C=CCN1CCCC1=O

entry no.,31,32,33,34,35
A498,94,111,103,104,91
ACHN,105,110,96,85,109
UO-31,95,80,74,63,101
RXF 393,100,114,105,96,128
786-0,114,97,90,106,105
TK-10,115,125,119,114,90
SN12C,88,100,95,82,94
CAKI-1,94,96,98,87,96
DU-145,128,114,99,90,114

[36] CC1=C(C/C=C(\C)CCC[C@H](C)CCC[C@H](C)CCCC(C)C)C(=O)c2ccccc2C1=O
[37] NC(=O)C(F)(F)C(F)(F)C(N)=O
[38] COC(=O)/C(CCC=C(C)C)=C1\[C@@H](OC(C)=O)C[C@@]2(C)[C@H]1C[C@@H](O)[C@H]1[C@@]3(C)CC[C@H](NCCN)[C@@H](C)[C@@H]3CC[C@@]12C
[39] C=C(C)[C@@H]1CC[C@]2(C(=O)OC)CC[C@]3(C)[C@H](CC[C@@H]4[C@@]5(C)C/C(=C/NC(N)=O)C(=O)C(C)(C)[C@@H]5CC[C@]43C)[C@@H]12
[40] COC(=O)c1ccc2[nH]c(O)c(C(=Nc3ccc(N(C)C(=O)CN4CCN(C)CC4)cc3)c3ccccc3)c2c1

entry no.,36,37,38,39,40
A498,101,99,94,109,-36*
ACHN,104,104,100,95,7.3*
UO-31,72,89,69,80,16
RXF 393,119,124,58,100,-39*
786-0,103,105,73,94,1.6*
TK-10,96,106,101,106,52
SN12C,100,101,81,93,18
CAKI-1,103,95,88,74,4.6*
DU-145,120,109,65,101,22

[41] Cc1cc(CC(C)C)c(C(N)=O)cc1C
[42] O=C1CCN=C2C(F)=CC=CN12
[43] CS(=O)(=O)Nc1cc(-c2ccc3ncc(C#N)c(N[C@H](CO)c4ccccc4)c3c2)cnc1Cl
[44] CCOC(=O)C1=C(C(=O)c2ccc(C)cc2)C(c2cccc(O)c2)NC(=S)N1 (stereo not given)
[45] CCOC(=O)c1[nH]c(C)c2c1CCc1cnc(Nc3ccccc3)nc1-2

entry no.,41,42,43,44,45
A498,73,108,7.3*,93,92
ACHN,101,104,81,99,93
UO-31,90,98,43,79,82
RXF 393,92,123,·,122,98
786-0,105,97,55,107,100
TK-10,115,·,35,120,91
SN12C,100,109,31,103,103
CAKI-1,98,105,33,90,91
DU-145,104,112,62,111,93

Gathered by group, those above containing an NH in an aromatic ring.
[1] CC[C@]12C=CCN3CC[C@@]4(c5cc(-c6ccc(NC(=O)[C@H](Cc7cc8ccccc8[nH]7)NC(=O)OCc7ccccc7)cc6)c(OC)cc5N(C)[C@H]4[C@@](O)(C(=O)OC)[C@@H]1OC(C)=O)[C@@H]32
[4] COc1ccc2nc(-c3cc4c([nH]c5ccccc54)c(-c4ccc(F)c(F)c4)n3)[nH]c2c1
[7] O=C(Nc1ccc2c3c(cccc13)CC2)c1cc2c([nH]c1=O)CCCC2
[14] Cc1cnc(C)[nH]1
[20] O=C(c1c[nH]c(=O)c(-c2ccc([N+](=O)[O-])cc2)c1)c1ccccc1O
[24] N/C(=N\N=C\c1ccc(Cl)cc1)c1c(N)nc(=S)[nH]c1-c1ccc(Cl)cc1Cl
[26] N#CCCN=Nc1c(O)[nH]c2ccc(Cl)cc12

entry no.,1,4,7,14,20,24,26
A498,91,76,98,92,87,122,88
ACHN,103,52,115,106,93,84,94
UO-31,94,17,98,88,73,93,70
RXF 393,95,90,109,102,81,85,97
786-0,89,96,101,103,88,78,100
TK-10,111,89,112,100,101,143,141
SN12C,111,37,110,97,85,90,98
CAKI-1,97,72,91,105,88,99,79
DU-145,113,47,103,101,98,109,111

[34] COC1=CC(c2ccc[nH]2)=N/C1=C\c1[nH]c(C)c(C(=O)CCCCC(=O)Oc2ccc3c(c2)CCC2C3CC[C@]3(C)C(=O)CC[C@@H]23)c1C (stereo not given in full)
[40] COC(=O)c1ccc2[nH]c(O)c(C(=Nc3ccc(N(C)C(=O)CN4CCN(C)CC4)cc3)c3ccccc3)c2c1
[45] CCOC(=O)c1[nH]c(C)c2c1CCc1cnc(Nc3ccccc3)nc1-2

entry no.,34,40,45
A498,104,-36*,92
ACHN,85,7.3*,93
UO-31,63,16,82
RXF 393,96,-39*,98
786-0,106,1.6*,100
TK-10,114,52,91
SN12C,82,18,103
CAKI-1,87,4.6*,91
DU-145,90,22,93

Next records follow:
[46] CCOC(=O)c1sc2ccc(NCc3nc[nH]c3C)cc2c1NC(=O)c1cc(OC)c(OC)c(OC)c1
[47] NC(=N/N=C(/c1ccccc1)c1ccc(N)cc1)/C(N)=N\N=C(/c1ccccc1)c1ccc(N)cc1
[48] CC(C)(C)OC(=O)C(Cc1cccc(-c2ccco2)c1)NC(=O)OCc1ccccc1 (stereo not given)
[49] O=C(NC1CCCCC1)C(c1ccccc1[N+](=O)[O-])N(C(=O)C1CCc2cc(F)ccc2O1)c1ccc(F)cc1F (stereo not given)
[50] COc1ccc(-c2c(C#N)c(N)nc3c2CCCC3C)cc1 (stereo not given)

entry no.,46,47,48,49,50
A498,101,92,68,79,124
ACHN,65,106,90,75,95
UO-31,70,83,61,86,95
RXF 393,79,114,85,103,89
786-0,85,101,83,64,92
TK-10,150,102,77,87,114
SN12C,87,93,87,82,109
CAKI-1,96,·,·,·,·
DU-145,87,107,95,81,111

[51] COc1cc(-c2cc(-c3ccc(Cl)cc3)nc3nc(NN)[nH]c(=O)c23)cc(OC)c1OC
[52] Cc1cc(C)n(C(=O)CSc2nc3sc4c(c3c(=O)n2-c2ccccc2)CCCCC4)n1
[53] Cc1ccc2c(C)c3c(ccc4ccccc43)c[n+]2c1
[54] Cc1ccc(S(=O)(=O)Oc2ccc3sc4c(CO)ccc(NCCN(C)C)c4c(=O)c3c2)cc1
[55] Nc1ncncc1-c1ccccc1

entry no.,51,52,53,54,55
A498,88,100,90,-72*[100 µM],84
ACHN,·,100,92,-93*[100 µM],104
UO-31,89,91,46,-96*[100 µM],89
RXF 393,105,100,104,-57*[100 µM],104
786-0,103,108,70,-73*[100 µM],97
TK-10,101,101,111,-91*[100 µM],97
SN12C,103,92,26,-94*[100 µM],·
CAKI-1,·,95,76,-91*[100 µM],99
DU-145,109,106,85,-98*[100 µM],110

[56] CCCCCn1c(=O)c2c(nc(NCCc3ccc(O)c(O)c3)n2C)n(C)c1=O
[57] CCc1nc(NC(=O)CCl)c(C#N)cc1C
[58] Clc1ccc2c(c1)-n1cccc1C(c1ccc3ccccc3c1)=NC2
[59] O=C(C1CCCCC1)N1CC(=O)N2CCc3ccccc3C2C1 (stereo not given)
[60] COC(=O)[C@@]1(/C=C/c2ccccc2)C(=O)N(c2ccc(OC)cc2)[C@@]1(C(=O)OC)c1ccccc1

entry no.,56,57,58,59,60
A498,104,89,·,102,88
ACHN,63,108,92,102,92
UO-31,48,96,65,·,78
RXF 393,107,159,96,112,86
786-0,95,98,89,92,92
TK-10,88,149,185,97,93
SN12C,90,113,124,100,84
CAKI-1,80,·,·,97,75
DU-145,94,110,115,109,106

[61] O=C1NC(=O)C2(CC(C(=O)Nc3ccc4[nH]c(=S)[nH]c4c3)Oc3ccc(F)cc32)N1 (stereo not given)
[62] OCc1cnccc1NCCCOc1ccccc1
[63] CCOC(=O)Nc1ccccc1NC(=O)OCC
[64] NNC(=O)CC(=O)Nc1ccccc1Cl
[65] CC1=NC=NC2C(=O)NN=C(C)C12 (stereo not given)

entry no.,61,62,63,64,65
A498,94,92,84,96,101
ACHN,103,108,107,98,100
UO-31,89,88,86,89,89
RXF 393,115,104,·,106,124
786-0,98,101,91,99,97
TK-10,100,92,85,99,119
SN12C,100,94,103,99,81
CAKI-1,94,96,94,95,93
DU-145,110,104,97,121,109
